From PubChem BioAssay
LmPK inh = inhibitors of Leishmania mexicana pyruvate kinase | Q27686 | purified LmPK, Kinase-Glo ATP luminescence, 1 h | Potency, µM (titrated, usually from 57.5 µM), without a hit: at the highest dose activity change, negative = inhibition, most hits filed as inhibitors | actives 0.37% (n = 290,000) | AID 1721; note: potency is the fitted concentration of half-maximal effect; % is set by controls: 0 for no effect and ±100 for the full control effect
Target sequence (Q27686 whole entry, looked up): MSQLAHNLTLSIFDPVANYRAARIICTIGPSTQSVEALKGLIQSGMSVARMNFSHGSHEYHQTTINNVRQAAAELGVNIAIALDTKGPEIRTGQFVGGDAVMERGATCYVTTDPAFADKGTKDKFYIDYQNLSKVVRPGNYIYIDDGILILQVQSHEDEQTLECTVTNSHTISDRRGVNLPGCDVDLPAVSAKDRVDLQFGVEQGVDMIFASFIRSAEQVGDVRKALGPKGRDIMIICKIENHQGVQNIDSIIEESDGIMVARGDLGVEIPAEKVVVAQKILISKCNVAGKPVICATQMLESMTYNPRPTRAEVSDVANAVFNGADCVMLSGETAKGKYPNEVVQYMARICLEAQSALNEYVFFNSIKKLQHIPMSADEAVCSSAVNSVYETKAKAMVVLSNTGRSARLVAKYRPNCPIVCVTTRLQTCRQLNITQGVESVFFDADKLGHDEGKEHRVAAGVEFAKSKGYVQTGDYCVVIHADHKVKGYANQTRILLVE
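ATP generated from ADP (0.1 mM) and PEP (0.5 mM) by 0.1 nM LmPK over 1 h at room temperature (pH 7.2 imidazole buffer) was detected by coupled luciferase luminescence. Values were normalized to uninhibited and no-enzyme wells.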
TbPYK inhibitor = T. brucei pyruvate kinase inhibition | Q57TT1 | TbPYK enzyme, Kinase-Glo Plus ATP luminescence, 45 min | Potency, µM (top dose mostly 76.8 µM), for the others: at the top dose activity, negative = inhibition, actives largely listed as inhibitors | actives 0.12% (n = 410,000); note: potency is the fitted concentration of half-maximal effect; % is set by controls: 0 for no effect and ±100 for the full control effect; nearly all actives have a fitted effect of over 50% in size
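In this concentration-response screen, enzyme-free wells defined baseline while DMSO plates tracked drift. Each reaction combined TbPYK, substrate, compound and 130 uM ADP for 45 min at room temperature. Kinase-Glo Plus luminescence gave the signal.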
Cycloheximide cs = affects cycloheximide protein synthesis inhibition readout, counter-screen. cell reporter, cycloheximide protein synthesis inhibition counterscreen. max response, %. actives 12% (n = 300,000); in the data active = max response mostly above about 13%, no sharp cut-off; inactive = mostly below about 14%; note: read at 38.3 µM for the half of the compounds with a filed dose; 0% is about no effect
AMA1 RON2 block = AMA1-RON2 (P. falciparum) interaction inhibition; Potency, µM (doses to about 58.2 µM), inactives show top-dose activity change, negative = inhibition, actives largely listed as inhibitors; actives 0.2% (n = 360,000); AlphaScreen AMA1-biotinylated RON2 peptide binding;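 note: potency is the fitted concentration of half-maximal effect; 0% = vehicle wells and -100% = peptide control; nearly all actives have a fitted effect of over 45% in size; some results filed as inactive show a strong effect at the top dose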
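AMA1 (3D7) with his tag at 25 nM final met compounds first, then biotinylated RON2 peptide at 25 nM; detection used donor plus acceptor beads, 10 µg/mL apiece, read by AlphaScreen after 30 min at room temperature.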
Pf growth 96h = P. falciparum growth inhibition at 96 hours | P. falciparum luciferase reporter growth, 96 h | Potency, µM (highest dose often 28.7 µM), for inactives: top-dose activity change, negative = inhibition, usual class: inhibitors | actives 6.9% (n = 320,000); note: potency is the fitted concentration of half-maximal effect; % is set by controls: 0 for no effect and ±100 for the full control effect
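Plates of compound plus infected erythrocytes (2% hematocrit, 0.05% parasitemia final) incubate 96 hours, 37 C, 5% CO2. Detection reagent added; reduced luminescence from the parasites' luciferase reporter flags inhibition.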
Pf growth 48h = P. falciparum growth inhibition at 48 hours (one generation); P. falciparum luciferase growth in erythrocytes, 48 h; Potency, µM (series often up to 28.7 µM), for inactives: top-dose activity change, negative = inhibition, hits mostly inhibitors; actives 5.9% (n = 310,000); AID 504832; note: potency is the fitted concentration of half-maximal effect; % is set by controls: 0 for no effect and ±100 for the full control effect
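Luciferase-expressing P. falciparum in infected erythrocytes (2% hematocrit, 0.1% parasitemia final) in RPMI 1640/0.5% Albumax were exposed to compound for 48 hours at 37 C, 5% CO2; growth read as luminescence.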
Shiga toxin inh = blocks Shiga toxin action in Vero cells; inhibition, % at 38.7 µM; Vero cells, Shiga toxin protein synthesis inhibition reporter; actives 9.2% (n = 290,000); AID 2315; in the data active = inhibition mostly above about 28%, no sharp cut-off; inactive = mostly below about 43%; note: 0% is about no effect
* hit, by the source's call; ? = inconclusive; . = not tested or not shown; & = joins results of further samples; [ ] = dose if it differs, or a comment. Unless noted, calls come from the whole dose curve; as a rule, active = well fitted curve in the direction sought with a large enough effect; inconclusive = small, poorly fitted or top-dose-only effect, or another doubt; inactive = no such curve, though single readings can be large; an effect the other way counts as inactive or inconclusive. Not a hit list; any-hit rate near 21%.

Start of the data: the first two entries, to show the layout:
[1] O=C(c1ccoc1)N1CCC2(CC1)Oc1ccc(Cl)cc1C(=O)C21CC(c2ccccc2)=NO1 (centres undefined)
[2] C=C(C)Cn1c(N2CCN(c3ccc(OC)cc3)CC2)nc2c1c(=O)n(C)c(=O)n2C
Compound,1,2
AMA1 RON2 block,-10%,-24%
TbPYK inhibitor,-3%,0%
Pf growth 48h,15µM*,-8%
LmPK inh,4%,-4%
Shiga toxin inh,-5,-8
Pf growth 96h,?,31%[activator]
Cycloheximide cs,6,-3

The listing, from the start:
[1] O=C(c1ccoc1)N1CCC2(CC1)Oc1ccc(Cl)cc1C(=O)C21CC(c2ccccc2)=NO1 (centres undefined)
[2] C=C(C)Cn1c(N2CCN(c3ccc(OC)cc3)CC2)nc2c1c(=O)n(C)c(=O)n2C
[3] CC(=O)Nc1ccc(NC(=O)C2CCCN(S(=O)(=O)c3ccc(-n4cnnn4)cc3)C2)cc1 (centres undefined)
[4] COCCN(C(=O)CC1C(=O)NCCN1Cc1ccc(-c2ccccc2)cc1)C(C)C (centres undefined)
[5] Nc1cccc(C(=O)NCCNC(=O)c2cccc(N)c2)c1
[6] Cc1nc(C(=O)Nc2ccccc2)sc1C1(C)CC(c2cccnc2)=NO1 (centres undefined)
Compound,1,2,3,4,5,6
AMA1 RON2 block,-10%,-24%,7%,19%,-3%,1%
TbPYK inhibitor,-3%,0%,-5%,0%,3%,-10%
Pf growth 48h,15µM*,-8%,1%,-39%,8%,67%[activator]
LmPK inh,4%,-4%,-7%,-4%,0%,2%
Shiga toxin inh,-5,-8,-8,12,-3,42*
Pf growth 96h,?,31%[activator],?,10%,-20%,91%[activator]
Cycloheximide cs,6,-3,-3,7,-1,25*

[7] Cc1cc(Cl)ccc1NC(=O)CN1CCC(C(O)(c2ccccc2)c2ccccc2)CC1
[8] CCCCC(=O)Nc1ccc(C(=O)N2CCC(C(=O)OCC)CC2)cc1
[9] CC1CCCC(NC(=O)CN2C(=O)NC(C)(c3ccccc3)C2=O)C1C (centres undefined)
[10] O=C(Nc1ccc(N2CCCCC2)c(Cl)c1)c1ccc(N2CCOCC2)c([N+](=O)[O-])c1
[11] COc1ccc(N2CCN(C(=O)c3cc4c(s3)-c3ccccc3OC4)CC2)cc1
[12] O=C(Cc1ccccc1)NNC(=O)C1CCCC1
Compound,7,8,9,10,11,12
AMA1 RON2 block,16%,-8%,3%,-22%,1%,30%[activator]
TbPYK inhibitor,0%,.,2%,4%,9%&-4%,1%
Pf growth 48h,?,.,6%,5.2µM*,7%,?
LmPK inh,6%,6%,.,1%,0%,-3%
Shiga toxin inh,122*,-22,.,-9,26,26
Pf growth 96h,?,?,-6%,?,237%[activator],1%
Cycloheximide cs,-5,-5,.,0,1,8

[13] CC(C)(C)C(=O)NC1CCN(S(=O)(=O)c2ccc(C(F)(F)F)cc2)CC1
[14] Cc1sc2nc(COC(=O)c3cccc(S(=O)(=O)N(C)c4ccccc4)c3)[nH]c(=O)c2c1C
[15] CCOC(=O)N1CCC(N(CCN(C)C)C(=S)Nc2ccc(F)c(Cl)c2)CC1
[16] O=C(Nc1cccc(C(F)(F)F)c1)c1cccc(NS(=O)(=O)c2ccc(O)c(C(=O)O)c2)c1
[17] CCC(=O)Nc1cccc(NC(C)=O)c1
[18] CCn1c(SCC(=O)N/N=C/C=C/c2ccco2)nnc1-c1ccccc1
Compound,13,14,15,16,17,18
AMA1 RON2 block,-9%,3%,0%,6%,.,-1%
TbPYK inhibitor,7%,-2%,-4%,-1%,.,-28%
Pf growth 48h,.,?,11%,-5%,.,-28%
LmPK inh,8%,2%,1%,3%,13%,-2%
Shiga toxin inh,-5,-6,9,-9,-6,-2
Pf growth 96h,38%,?,-28%,-8%,8%,1%
Cycloheximide cs,-1,-1,7,-2,-3,0

[19] CNS(=O)(=O)c1cccc(C(=O)OCC(=O)NC2CCCC2)c1
[20] C[C@]12CCC(O)CC1CCC1C2CC[C@]2(C)C(c3cc(C(F)(F)F)n[nH]3)CCC12 (some centres undefined)
[21] CN(Cc1ccccc1)C(=O)[C@@H]1CCCN1S(=O)(=O)c1ccc(Cl)cc1
[22] N#Cc1c(N2C(=O)C3C4C=CC(C4)C3C2=O)sc2c1CCC2 (centres undefined)
[23] CC(OC(=O)c1ccc(S(=O)(=O)N(C)c2ccccc2)cc1)C(=O)NCCC1=CCCCC1 (centres undefined)
[24] Clc1cccc(Cl)c1CON/C=N/c1ncnc2sccc12
Compound,19,20,21,22,23,24
AMA1 RON2 block,3%,12%,-2%,-2%,-3%[11.6 µM],0%
TbPYK inhibitor,12%,13%,0%,-7%,-2%,1%
Pf growth 48h,9%,-14%,4%,-9%,1%,?
LmPK inh,6%,4%,-1%,-6%,3%,5%
Shiga toxin inh,-3,-3,-6,-2,-2,32
Pf growth 96h,33%,3%,-6%,?,-8%,?
Cycloheximide cs,0,-3,8,-1,-2,8

[25] CN1C(=O)CCC1c1cccnc1 (centres undefined)
[26] COc1cc(/C=C/C(=O)Nc2nc3ccc(S(=O)(=O)N(C)C)cc3s2)cc(OC)c1OC
[27] O=[N+]([O-])c1ccc(-c2ccc(/C=N/n3cnnc3)o2)c(Br)c1
[28] CCC(CC)C(=O)NCCNC(=O)C(CC)CC
[29] C/C(=N/OC(=O)c1c(-c2c(Cl)cccc2Cl)noc1C)c1cnccn1
[30] CC(Oc1ccc(Cl)cc1Cl)c1nc(-c2ccc(NC(=O)c3ccncc3)cc2)no1 (centres undefined)
Compound,25,26,27,28,29,30
AMA1 RON2 block,.,19%,3%,12%,-14%,-7%
TbPYK inhibitor,-9%,-4%,0%,0%,1%,5%
Pf growth 48h,-5%,-17%,-23%,-1%,3%,15µM*
LmPK inh,.,0%,3%,-1%,5%,2%
Shiga toxin inh,.,5,10,-7,-7,-11
Pf growth 96h,1.1µM*,?,12%,-9%,-2%,9.3µM*
Cycloheximide cs,.,2,3,-3,-2,8

[31] CSCC[C@H](NC(=O)C1CCN(C(=O)[C@@H](N)Cc2ccccc2)CC1)C(=O)O
[32] CCOC(=O)c1ccc(NC(=O)N2CCCCC2)cc1
[33] CC(Sc1nnnn1C)C(=O)NC(=O)NC1CCCCC1 (centres undefined)
[34] CCOc1ccc(CCNC(=O)CCc2nnc3ccc(N4CCCCC4)nn23)cc1OCC
[35] COc1ccc([N+](=O)[O-])cc1NC(=O)C(C)OC(=O)CN1C(=O)C2CC=CCC2C1=O (centres undefined)
[36] CCCSCCCNC(=O)c1ccccc1NC(=O)C1=CSCCO1
Compound,31,32,33,34,35,36
AMA1 RON2 block,40%[activator],-3%,-3%,-4%,-7%,-15%
TbPYK inhibitor,-1%,2%,-5%,5%,4%,-1%
Pf growth 48h,20%,.,0%,?,3%,-30%
LmPK inh,2%,-4%,13%,0%,.,-2%
Shiga toxin inh,-6,78*,-10,6,.,-8
Pf growth 96h,29%,211%[activator],14%,5.2µM*,39%,13µM*
Cycloheximide cs,2,41*,1,-3,.,-3

[37] CCOC(=O)C(NC(C)=O)C(=O)Nc1ccc(C(C)C)cc1 (centres undefined)
[38] O=C1NN(c2ccc(Cl)cc2)C(=O)/C1=C\c1ccc(-c2cccc(C(=O)O)c2)o1
[39] O=C(C1CCN(S(=O)(=O)c2cnc[nH]2)CC1)N1CCN(Cc2ccc3c(c2)OCO3)CC1
[40] Cc1cc(C(=O)N2CCN(S(C)(=O)=O)CC2)cs1
[41] COc1cc(C(=O)NCC2CCCO2)cc(OC)c1OC (centres undefined)
[42] Cc1ccc(COc2ccsc2C(=O)NNC(N)=S)cc1
Compound,37,38,39,40,41,42
AMA1 RON2 block,-1%,4%,-16%,7%,8%,87%[activator]
TbPYK inhibitor,0%,-10%,-14%,-1%,2%,-25%
Pf growth 48h,6%,62%[activator],3%,6%,18%,-6%
LmPK inh,1%,19%,-18%,-1%,-1%,-2%
Shiga toxin inh,-4,21,-13,29,-3,-25
Pf growth 96h,28%,-8%,?,.,?,2%
Cycloheximide cs,-3,20,5,-4,-2,-10

Values in list order from the list:
AMA1 RON2 block for entries 1 to 8: -10%, -24%, 7%, 19%, -3%, 1%, 16%, -8%
Shiga toxin inh for entries 1 to 8: -5, -8, -8, 12, -3, 42*, 122*, -22
Cycloheximide cs for entries 1 to 8: 6, -3, -3, 7, -1, 25*, -5, -5

Exported with values under each structure: part of the list above.
Second line of a record – AMA1 RON2 block | TbPYK inhibitor | Pf growth 48h | LmPK inh | Shiga toxin inh | Pf growth 96h | Cycloheximide cs
[38] O=C1NN(c2ccc(Cl)cc2)C(=O)/C1=C\c1ccc(-c2cccc(C(=O)O)c2)o1
  4% | -10% | 62%[activator] | 19% | 21 | -8% | 20
[42] Cc1ccc(COc2ccsc2C(=O)NNC(N)=S)cc1
  87%[activator] | -25% | -6% | -2% | -25 | 2% | -10
[41] COc1cc(C(=O)NCC2CCCO2)cc(OC)c1OC (centres undefined)
  8% | 2% | 18% | -1% | -3 | ? | -2

The results go on:
[43] CC1=Nn2c(nnc2-c2ccc(F)cc2)SC1
[44] CS(=O)(=O)c1ccc2nc(NC(=O)CN3C(=O)NC4(CCCC4)C3=O)sc2c1
[45] N=c1c(C(=O)NCC2CCCO2)cc2c(=O)n3ccccc3nc2n1Cc1ccccc1Cl (centres undefined)
[46] O=C(NC(=S)N1CCOCC1)c1ccccc1Cl
[47] Nc1c(N=Nc2cccc(Cl)c2)c(=O)[nH]n1-c1ccccc1
[48] O=C(Cc1ccccc1F)Nc1nc(-c2cccnc2)cs1
Compound,43,44,45,46,47,48
AMA1 RON2 block,-6%,3%,1%,21%,-8%,8%
TbPYK inhibitor,7%,2%,-1%,-8%,-8%,-15%
Pf growth 48h,32%[activator],-10%,?,1%,37%[activator],?
LmPK inh,5%,-3%,1%,-11%,-3%,-5%
Shiga toxin inh,15,-10,-4,-25,-3,17
Pf growth 96h,?,0%,?,4%,-3%,-7%
Cycloheximide cs,3,5,-3,0,10,8

[49] CCOC(=O)c1cn(CC(=O)Nc2ccc3c(c2)OCCO3)nn1
[50] CCCNC(=O)N1[C@H]2CC[C@@H]1C(C(=O)OC)=C(c1ccc(F)cc1F)C2
[51] CC#CCc1cc2ccccc2c(=O)o1
[52] CCC(=O)N(Cc1cc2cccc(C)c2[nH]c1=O)c1ccccc1OC
[53] CN1CCC(=NNc2ccc(S(=O)(=O)N3CCOCC3)cc2[N+](=O)[O-])CC1
[54] N/C(=N\OC(=O)CC1CCCCC1)c1ccccc1
[55] CCOc1ncccc1C(=O)NCCc1ccc(Cl)cc1
[56] COCCC(=O)N1CCC(Oc2ccc(C(=O)NCCc3cnn(C)c3)cc2)CC1
Compound,49,50,51,52,53,54,55,56
AMA1 RON2 block,-5%,0%,-5%,-1%,2%,13%[11.6 µM],29%,0%
TbPYK inhibitor,10%,-2%,-3%,-4%,-7%,-11%,3%,3%
Pf growth 48h,24%,39%[activator],35%[activator],?,27%,?,-13%[0.00184 µM],12%
LmPK inh,-1%,.,0%,0%,0%,-19%,2%,-2%
Shiga toxin inh,0,.,12,-14,-3,107*,1,-5
Pf growth 96h,11%,29%,?,16%,-4%,?,-16%,102%[activator]
Cycloheximide cs,-3,.,5.2*,-4,1,40*,2,5
